hERG rescue: compounds protecting human hERG from proarrhythmic drug block; Q12809; hit rate 0.51% among 310,000; AID 1511; CHO-hERG, FluxOR thallium flux, dofetilide IC70 present; activation (rescue from dofetilide block), less the hit threshold, % at 10 µM;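 active = activation above the mean of controls blocked by dofetilide plus 5 SD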;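 note: thallium influx through hERG after potassium depolarization seen as dye fluorescence rise; in these data hits start at about 4.7%; inactives centre near -7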
TMEM16A inh: blocks the mouse calcium-activated chloride channel TMEM16A. normalized B-score (activity score, 25-100; higher = stronger inhibition) at 10 µM. Q8BHY3. hit rate 1.2% among 310,000. HEK293 TMEM16A/YFP iodide influx fluorescence, ionomycin. AID 588511;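 active = ratio plate-corrected score three or more library SD toward inhibition, starting fluorescence score within five deviations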;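 note: score derived from kinetic fluorescence span divided by baseline fluorescence per well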
KCNQ1 block: blocks the human KCNQ1 potassium channel | hit rate 1.3% among 310,000 | B-score at 10 µM | CHO-K1 KCNQ1, FluxOR thallium flux fluorescence; active compounds read high;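 active = compounds whose thallium flux B-score, printed positive for inhibition, exceeds three library SD while starting fluorescence stays within three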;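 note: channel opened by potassium depolarization with thallium stimulus after 20 min compound exposure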
Target sequence (P51787 whole entry, looked up): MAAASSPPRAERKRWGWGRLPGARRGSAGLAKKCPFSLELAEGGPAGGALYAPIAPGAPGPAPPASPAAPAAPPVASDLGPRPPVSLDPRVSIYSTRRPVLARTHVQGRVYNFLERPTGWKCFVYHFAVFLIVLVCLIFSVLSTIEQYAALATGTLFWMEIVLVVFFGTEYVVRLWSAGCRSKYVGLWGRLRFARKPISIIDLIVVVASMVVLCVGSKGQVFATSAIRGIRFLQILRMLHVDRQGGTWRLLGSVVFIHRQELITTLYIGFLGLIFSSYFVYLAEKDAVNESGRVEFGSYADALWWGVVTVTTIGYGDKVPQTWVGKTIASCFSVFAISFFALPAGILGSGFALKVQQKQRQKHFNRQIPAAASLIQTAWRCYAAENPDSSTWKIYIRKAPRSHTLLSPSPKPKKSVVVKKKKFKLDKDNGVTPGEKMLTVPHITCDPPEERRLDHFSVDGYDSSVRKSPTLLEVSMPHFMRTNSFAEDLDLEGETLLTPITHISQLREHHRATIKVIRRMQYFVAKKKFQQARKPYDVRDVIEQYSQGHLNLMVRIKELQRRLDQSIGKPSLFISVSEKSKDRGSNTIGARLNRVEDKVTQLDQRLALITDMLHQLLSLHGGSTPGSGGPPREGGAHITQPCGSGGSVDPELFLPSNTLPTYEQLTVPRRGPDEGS
DYRK1A inh: blocks rat Dyrk1A kinase activity. Q63470. ADP-Glo luminescence, NFATc1 peptide. inhibition, % at 12.5 µM. hit rate 0.43% among 310,000; in the data active = inhibition above about 50%;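 note: plate controls were vehicle with enzyme for no effect and no enzyme for full effect; many of its hits are not listed in these tables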
TRPC4 PAM: allosterically enhances the mouse TRPC4 cation channel | HEK293 TRPC4beta/mu-opioid, DAMGO EC20, Fluo-4 Ca2+ flux; active compounds read high | Q9QUQ5 | B-score at 10 µM | AID 2227 | hit rate 0.42% among 310,000;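 active = B-score of calcium response area above 5 SD of library B-scores, with initial fluorescence ratio within 5 SD of library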;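 note: B-score of integrated fluorescence ratio over time as area under calcium response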
HDAC3 inhib: inhibitors of human histone deacetylase 3. O15379. recombinant HDAC3, fluorogenic peptide/trypsin coupled, fluorescence. inhibition, % at 8.3 µM. hit rate 0.15% among 320,000. AID 2718; in the data active = inhibition above about 26%, passing the limit was not always enough; inconclusive = no clear call, values can overlap the other calls
Target sequence (O15379 whole entry, looked up): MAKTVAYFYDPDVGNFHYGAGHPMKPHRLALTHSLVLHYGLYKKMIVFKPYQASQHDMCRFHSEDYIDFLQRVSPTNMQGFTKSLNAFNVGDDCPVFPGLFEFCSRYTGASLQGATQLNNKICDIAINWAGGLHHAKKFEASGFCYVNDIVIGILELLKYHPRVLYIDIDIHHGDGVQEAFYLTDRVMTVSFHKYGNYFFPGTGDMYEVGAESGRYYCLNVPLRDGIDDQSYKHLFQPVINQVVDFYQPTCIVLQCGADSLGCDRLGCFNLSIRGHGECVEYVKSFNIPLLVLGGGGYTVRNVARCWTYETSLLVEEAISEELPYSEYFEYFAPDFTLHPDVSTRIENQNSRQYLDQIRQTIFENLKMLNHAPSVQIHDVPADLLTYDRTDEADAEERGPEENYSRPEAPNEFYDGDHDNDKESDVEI
KCNQ1 pot: human KCNQ1 channel potentiation or activation; P51787; CHO-K1 KCNQ1, thallium flux FluxOR fluorescence; active compounds read high; B-score at 10 µM; hit rate 0.35% among 310,000;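 active = fluorescence ratio B-score, a plate-corrected score, at least three library SD, with initial intensity B-score within 5 SD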
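Assay system: stable KCNQ1 CHO-K1 line; medium: assay buffer, equal DMSO in all wells; timing: 90 min dye loading and 20 min compound exposure, both at room temperature; technique: kinetic FluxOR thallium fluorescence, 10-s 1-Hz baseline, 110-s post-stimulus read; read-out basis: B score of baseline-normalized fluorescence ratio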
TRPC4 act: activators of mouse TRPC4 channel. AID 2237. HEK293 TRPC4beta/mu-opioid, Fluo4 calcium fluorescence; active compounds read high. B-score at 10 µM. hit rate 0.49% among 310,000;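 active = B-score above 5 SD of library B-scores, and initial fluorescence ratio not above library mean plus 5 SD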;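 note: positive B-score marks a calcium rise read as TRPC4 activation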
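Material: HEK293 stable line with TRPC4beta plus mu-opioid receptor; technique: Fluo4 calcium-sensitive dye fluorescence, kinetic, 1 Hz baseline; timing: Fluo4 dye loading 45 min at room temperature, 110 s recording; controls: assay buffer as low control, maximal DAMGO as high control; read-out: integrated baseline-normalised fluorescence ratio, converted to per-well B score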
KCNK9 block: blocks the human KCNK9 two-pore domain potassium channel; HEK293 KCNK9, FluxOR thallium flux fluorescence; active compounds read low; B-score at 10 µM; hit rate 1.2% among 310,000; AID 488922;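 active = ratio B-score over 3 SD below the library mean, with starting fluorescence within 5 SD of its mean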;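 note: negative B-score means less thallium flux so channel inhibition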
KCNK3 block: human KCNK3 channel inhibition, primary screen | AID 602410 | O14649 | CHO-KCNK3 thallium flux, FluxOR fluorescence; active compounds read low | B-score at 10 µM | hit rate 0.84% among 340,000;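 active = B-score under library mean minus 4 SD, starting fluorescence ratio at most library mean plus 5 SD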;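 note: more negative B-score means stronger inhibition of thallium flux through KCNK3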
ANO1 activ: mouse TMEM16A channel activation, primary screen; Q8BHY3; HEK293 TMEM16A/YFP-H148Q/I152L, iodide quench fluorescence; active compounds read low; B-score at 10 µM; hit rate 0.3% among 340,000; AID 623877;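 active = fluorescence-ratio B-score plate-corrected deviation score at least 3 library SD below zero, with starting fluorescence score within 5 deviations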;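 note: channel opened by trigger with iodide after compound preincubation; score built on the fluorescence ratio of max minus min over baseline; more negative score means more quench and so TMEM16A activation or potentiation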
Starred values were filed as active, the others as inactive; i = inactive; ? = inconclusive; · = not tested or not shown. This is a subset; rates above refer to the full screens.

The line under a structure holds: hERG rescue	TMEM16A inh	KCNQ1 block	DYRK1A inh	TRPC4 PAM	HDAC3 inhib	KCNQ1 pot	TRPC4 act	KCNK9 block	KCNK3 block	ANO1 activ
- O=C(O)C1CCCN(C(=O)NCc2ccccc2)C1 (centres undefined)
→ -8	i	i	8	i	1	i	i	i	i	i
- Cc1cc(C(=O)Nc2cccc(O)c2)c(C)o1
→ -5	i	i	1	i	1	i	i	i	i	i
- COc1cc(NC(=S)NCCC(c2ccccc2)c2ccccc2)c(OC)cc1Cl
→ -10	i	i	-1	i	4	i	i	i	i	i
- O=C1CCCc2ccccc2N1Cc1ccc(Cl)cc1Cl
→ -9	i	i	1	i	1	i	i	i	i	i
- CCCCCCCC[n+]1cccc(C(=O)N(CC)CC)c1
→ -4	i	i	-3	i	-1	i	i	i	i	i
- Cc1nc(NS(=O)(=O)c2ccc(Cl)s2)c2c3c(sc2n1)CCCC3
→ -18	25*	7*	12	i	1	i	i	i	i	i
- COc1ccc(C(CNC(=O)c2cc3ccccc3o2)N2CCCCC2)cc1 (centres undefined)
→ -13	i	i	·	i	4	i	i	i	i	i
- CCn1c(SCc2nc(N)nc(N3CCCCC3)n2)nc2c1c(=O)n(C)c(=O)n2C
→ -6	i	i	8	i	4	i	i	i	i	i
- Cc1cnc(NC(=O)CCNC(=O)c2ccc([N+](=O)[O-])cc2)s1
→ -6	i	i	-3	i	-2	i	i	i	i	i
- CCOc1ccc(N2CC(C(=O)Nc3ccc4c(c3)OCCO4)CC2=O)cc1 (centres undefined)
→ -15	i	i	-5	i	-2	i	i	i	i	i
- COc1cc(NC(=O)COc2ccccc2)c(OC)cc1NC(C)=O
→ -7	i	i	-3	i	3	i	i	i	i	i
- CNC[C@@H](C)NC[C@@H](Cc1ccccc1)NCCc1ccccc1
→ -12	i	i	3	i	0	i	i	i	i	i
- COC(=O)C1=C(C)N(Cc2ccco2)C(=O)N[C@@H]1c1ccccc1
→ -7	i	i	5	i	0	i	i	i	i	i
- CN(C)c1ccc(/C=N/Nc2cccc(C(=O)O)c2)cc1
→ -6	i	i	1	i	4	i	i	i	i	i
- COC(=O)c1ccc(OCC2c3cc(OC)c(OC)cc3CCN2C(=O)c2ccco2)cc1 (centres undefined)
→ -18	i	i	-1	i	-1	i	i	i	i	i
- CN1CCCN(C(=O)CC2(CC(=O)O)CCCC2)CC1
→ -8	i	i	-7	i	2	i	i	i	i	i
- Cc1ccc(CNC(=O)COc2ccccc2-c2ccccc2)cc1
→ -1	i	i	-4	i	?	i	i	i	i	i
- COc1ccc(C(=O)CNc2ccccc2C#N)cc1
→ -6	i	i	-5	i	-8	i	i	i	i	i
- CN(C)c1ccc(C(=S)N2CCN(C(=S)Nc3cccc4ccccc34)CC2)cc1
→ -14	i	i	·	i	-7	i	i	i	i	i
- Cc1ccc(C(=O)N2CCCC(CCC(=O)N3CCN(c4ccccn4)CC3)C2)s1 (centres undefined)
→ -6	i	i	0	i	1	i	i	i	i	i
- CCCOC(=O)CSc1nnc(-c2cc(OC)c(OC)c(OC)c2)o1
→ -18	i	i	5	i	6	i	i	i	i	i
- O=C(O)c1cc(OCc2ccccc2)cc(OCc2ccccc2)c1
→ -5	i	i	-1	i	3	i	i	i	i	i
- O=C(NC1CCCCC1)C1Cc2ccccc2CN1S(=O)(=O)c1ccc(F)cc1 (centres undefined)
→ -2	i	i	2	i	1	i	i	i	i	i
- CCOC(=O)/C=C1\SCC(=O)N1CC(=O)NC12CC3CC(CC(C3)C1)C2
→ 1	i	i	-19	i	-1	i	i	i	i	i
- COC(=O)c1ccccc1NC(=O)c1cnn2cccnc12
→ -6	i	i	15	54*	-7	i	i	i	i	i
- O=C(CNC(=O)OCc1ccccc1)NC1CCCCCCC1
→ -8	i	i	-17	i	-2	i	i	i	i	i
- CCOC(=O)c1cc(-c2ccco2)nn1-c1ccc(C)cc1
→ -12	i	i	-2	i	4	i	i	i	i	i
- Cc1ccc(NC(=O)CN(C)C(=O)CSc2ncc(C(F)(F)F)cc2Cl)cc1
→ -7	i	i	1	i	1	i	i	i	i	i
- Cc1ccc(NC(=O)Cc2ncc(C(F)(F)F)cc2Cl)cc1Cl
→ -12	i	i	2	i	8	i	i	i	i	i
- Cc1ccc2c(CN3CCN(CCO)CC3)cc(=O)oc2c1C
→ -7	i	i	6	i	2	i	i	i	i	i
- COc1ccc(C(=O)O)cc1NC(=S)NC(=O)Cc1ccc(Cl)cc1
→ -6	i	i	10	i	6	i	i	i	i	i
- COc1cccc(CC2(CO)CCN(S(=O)(=O)c3ccc(OC)cc3OC)CC2)c1
→ -3	i	i	14	i	9	i	i	i	i	i
- CCN(CC)CCCNC(=O)CSc1nc(-c2ccc(F)cc2)cc(C(F)(F)F)n1
→ 0	i	i	-1	i	6	i	i	i	i	i
- CCN(CC)CCn1c(NCc2cc(OC)ccc2OC)nc2ccccc21
→ -12	i	i	-7	i	-2	i	i	i	i	·
- Cc1onc(-c2ccccc2)c1-c1nc2ccccc2c(=O)o1
→ -4	i	i	-4	i	17	i	i	i	i	i
- COCc1ccc(C(=O)Nc2ccccc2C(=O)NCc2cccnc2)cc1
→ -5	i	i	4	i	11	i	i	i	i	i
- O=C(NCc1cnc2ccccn12)C1CCC(=O)N(Cc2cccc(F)c2)C1 (centres undefined)
→ -6	i	i	6	i	-10	i	i	i	i	i
- O=C(c1cccc(OC2CCN(Cc3ccc(F)cc3)CC2)c1)N1CCCC1
→ -10	·	i	·	i	·	i	i	i	i	i
- CC(Nc1ccc(Cl)c(Cl)c1)C(=O)NN (centres undefined)
→ -7	i	i	1	i	0	i	i	i	i	i
- COc1ccc(C(=O)COC(=O)Cn2cnc3c2c(=O)n(C)c(=O)n3C)c(OC)c1
→ -7	i	i	4	i	-7	i	i	i	i	i
- CSc1cc(-c2ccccc2)n(C)c(=O)c1C#N
→ -2	i	i	4	i	3	i	i	i	i	i
- COc1ccc(/C=N\N=C2/SC(CC(=O)O)C(=O)N2c2ccc(O)cc2)cc1 (centres undefined)
→ 3	i	i	-4	i	4	i	i	i	i	i
- COc1ccc(CC(=O)NNC(=S)Nc2ccc(Br)cc2)cc1
→ -10	i	i	-2	i	7	i	i	i	i	i
- O=C(CN(c1ccccc1)S(=O)(=O)c1ccccc1)N/N=C/c1ccc(OC2CSC2)cc1
→ -5	i	i	·	i	-5	i	i	i	·	·
- Cc1ccc(S(=O)(=O)N(C)c2ccc(C(=O)N3CCOCC3)cc2)cc1
→ -5	i	i	-3	i	1	i	i	i	i	i
- COc1cc(C(=O)NCc2nnc(SCC(=O)NCc3ccccc3)o2)cc(OC)c1OC
→ -7	i	i	2	i	3	i	i	i	i	i
- CSc1nnc(-c2ccc(NC(N)=S)cc2)o1
→ -7	i	i	0	i	4	i	i	i	i	i
- O=C(O)C1C2C=CC(C2)C1C(=O)NCc1ccc(Cl)cc1Cl (centres undefined)
→ -9	i	i	11	i	10	i	i	i	i	i
- Cc1ccc(NC(=O)C2COc3ccccc3O2)nc1 (centres undefined)
→ -11	i	i	1	i	-6	i	i	i	i	i
- O=C(Cc1ccc(Cl)cc1)Nc1ccc(S(=O)(=O)Nc2cnc3ccccc3n2)cc1
→ -5	i	i	1	i	-1	i	i	i	i	i

(more compounds)
The line under a structure holds: hERG rescue	TMEM16A inh	KCNQ1 block	DYRK1A inh	TRPC4 PAM	HDAC3 inhib	KCNQ1 pot	TRPC4 act	KCNK9 block	KCNK3 block	ANO1 activ
- COC(=O)N/N=C/c1cn(CCOc2ccccc2OC)c2ccccc12
→ -11	i	i	-1	i	2	i	i	i	i	i
- CC(OCc1ccccc1)C(NC(=O)OC(C)(C)C)C(=O)NCC1CCCO1 (centres undefined)
→ -11	i	i	10	i	0	i	i	i	i	i
- CN(C)CCCNC(=O)C(=O)Nc1cc2c3c(c1)CC(=O)N3CCC2
→ -6	i	i	-12	i	4	i	i	i	i	i
- COc1cccc(CNS(=O)(=O)c2ccc3c(c2)N(C(C)=O)CCO3)c1
→ -4	i	i	·	i	-1	i	i	i	i	i
- Cn1cc(Br)c(C(=O)N2CCCCCC2)n1
→ -1	·	i	5	i	·	i	i	i	i	i
- O=C(CN1CCN(Cc2ccccc2)CC1)Nc1ccc(Br)cc1
→ -9	i	i	-1	i	0	i	i	i	i	i
- COC(=O)C(NC(C)=O)(Nc1sc2c(c1C(N)=O)CCCC2)C(F)(F)F (centres undefined)
→ -13	i	i	-48	i	6	i	i	i	i	i
- CCC(C)[C@@H](C(=O)Nc1ccc2c(c1)OCO2)N1Cc2ccccc2C1=O (some centres undefined)
→ -2	i	i	8	i	-2	i	i	i	i	i
- Cc1ccc(C(=O)ON=C2CCN(S(=O)(=O)c3ccccc3)CC2)cc1
→ -7	i	i	-11	i	0	i	i	i	i	i
- CCOC(=O)[C@H]1[C@H]2COc3ccc(Cl)cc3[C@@H]2N2C(=O)c3ccc(F)cc3NC(=O)[C@@]12C
→ ·	i	·	-2	·	-5	·	·	·	i	-13*
- CCCN(CCC)CCCNC(=O)c1ccc2c(c1)N(CC)C(=O)c1ccccc1S2=O (centres undefined)
→ -7	i	i	-1	i	4	i	66*	i	i	i
- CCCCNC(=O)CN(CCc1ccccc1)S(C)(=O)=O
→ -5	i	i	-3	i	?	i	i	i	i	i
- Cn1c(SCC#N)nc2ccccc2c1=O
→ -11	i	i	2	i	-5	i	i	i	i	i
- O=C(O)c1ccc(N/N=C/C2=Cc3ccccc3OC2)cc1
→ -9	i	i	29	i	9	i	i	i	i	i
- Cc1ccc(Cn2c(C)nc3ccc([N+](=O)[O-])cc3c2=O)cc1
→ -11	i	i	-4	i	-3	i	i	i	i	i
- COc1ccc(-c2c(C#N)c(SCC(=O)c3cc4ccccc4oc3=O)nc(C)c2C(=O)Nc2ccccc2)cc1
→ -5	i	i	-1	i	-10	i	i	i	i	i
- Fc1ccc(CSc2nc3ccccc3[nH]2)cc1
→ -5	i	i	2	i	-1	i	i	i	i	i
- O=S(=O)(Nc1ccc(N2CCOCC2)cc1)c1ccc(Cl)s1
→ -7	i	i	2	i	-5	i	i	i	i	i
- COC(=O)c1ccc(N2CCN(C)CC2)c(NC(=O)c2ccc(-c3ccc(Cl)cc3)o2)c1
→ -10	i	i	1	i	12	i	i	i	i	i
- COC(=O)c1ccc2c(=O)n(C3CCCCC3)c(SCC#N)nc2c1
→ -3	i	i	-5	i	1	i	i	i	i	i
- Cc1ccc(S(=O)(=O)CCC(=O)N(C)C2CCCCC2)cc1
→ -4	i	i	·	i	3	i	i	i	i	i
- CN(C)S(=O)(=O)c1ccc(C(=O)NCC(=O)N/N=C/c2ccccc2)cc1
→ -7	i	i	3	i	-5	i	i	i	i	i
